Bioassay records deposited in PubChem by NMMLSC.
Prostate diff = activators of LNCaP prostate cell differentiation. flow cytometry side scatter, 4 d. 24,000 compounds, 0.56% hits. side scatter shift, % at 10 µM;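 active = side scatter shift above 30%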;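 also: androgen-responsive LNCaP prostate cancer cells in charcoal-stripped serum medium; percent of cells past a gate set so DMSO wells show 10% shift; higher shift means more granular cells and more differentiation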
VLA-4 allo ag = allosterically activates the human VLA-4 integrin. P13612. Jurkat cells, LDV-FITC binding, flow cytometry. activation, % at 10 µM (by protocol). 24,000 tested, under 10 active. AID 528;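 active = fluorescent ligand binding to cells raised by more than 40% of the manganese-induced maximum; inconclusive = compound's own fluorescence above 85% of the ligand control signal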;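 also: 0% = ligand binding without compound and 100% = manganese-stimulated maximal binding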
Target sequence (P13612 whole entry, looked up): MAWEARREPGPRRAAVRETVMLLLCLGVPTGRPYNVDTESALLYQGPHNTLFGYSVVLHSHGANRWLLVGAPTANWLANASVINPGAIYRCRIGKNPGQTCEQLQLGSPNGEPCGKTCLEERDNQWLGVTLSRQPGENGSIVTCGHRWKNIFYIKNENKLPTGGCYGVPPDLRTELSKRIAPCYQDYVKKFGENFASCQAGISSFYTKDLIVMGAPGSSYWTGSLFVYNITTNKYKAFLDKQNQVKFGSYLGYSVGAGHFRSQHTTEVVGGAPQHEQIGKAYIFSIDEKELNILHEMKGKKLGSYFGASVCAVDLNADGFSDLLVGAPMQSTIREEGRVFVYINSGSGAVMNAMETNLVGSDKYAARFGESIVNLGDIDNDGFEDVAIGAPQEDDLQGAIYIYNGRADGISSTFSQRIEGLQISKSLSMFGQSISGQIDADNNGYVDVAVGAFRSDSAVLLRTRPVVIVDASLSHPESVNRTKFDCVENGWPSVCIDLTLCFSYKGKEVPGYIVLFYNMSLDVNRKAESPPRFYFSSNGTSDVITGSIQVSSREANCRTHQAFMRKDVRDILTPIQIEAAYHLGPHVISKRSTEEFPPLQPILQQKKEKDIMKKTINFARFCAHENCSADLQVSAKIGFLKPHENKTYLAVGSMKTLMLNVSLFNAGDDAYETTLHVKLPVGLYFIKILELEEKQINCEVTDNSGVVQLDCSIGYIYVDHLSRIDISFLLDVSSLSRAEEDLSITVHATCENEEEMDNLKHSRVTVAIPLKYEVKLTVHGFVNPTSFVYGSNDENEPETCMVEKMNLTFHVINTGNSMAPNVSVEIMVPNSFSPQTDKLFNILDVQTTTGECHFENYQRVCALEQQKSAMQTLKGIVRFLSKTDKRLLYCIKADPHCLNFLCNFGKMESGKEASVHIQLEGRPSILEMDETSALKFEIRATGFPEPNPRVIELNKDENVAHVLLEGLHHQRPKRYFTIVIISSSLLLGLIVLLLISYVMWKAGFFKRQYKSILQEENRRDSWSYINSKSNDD
VLA-4 antagonist = inhibitors of LDV-FITC ligand binding to Mn2+-activated human VLA-4 integrin. P13612. Jurkat cells, LDV-FITC binding with Mn2+, flow cytometry; 100% = Mn2+-driven binding gain fully reversed. inhibition, % at 10 µM (by protocol). 24,000 compounds, 0.2% hits. AID 529;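 active = inhibition above 50%; inconclusive = compound itself fluorescent, judged against control cell fluorescence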;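 also: 0% = Mn2+ stimulated cells lacking compound and 100% = ligand binding without Mn2+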
Jurkat autofluor = autofluorescence counter-screen for VLA-4 integrin assays; Jurkat cells, compound autofluorescence, flow cytometry; stronger effect = higher value; 1 = vehicle-only cell background; fluorescence ratio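 (tested at 10 µM compound in the well)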; 24,000 compounds, 0.61% hits;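 active = fluorescence ratio above 2.44, which is 1 plus 3 SD of all ratios; inconclusive = signal too bright to measure linearly, ratio around 10 or more; inactive = fluorescence ratio below 2.44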;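 also: green fluorescence of cells measured with 488 nm excitation and 530 nm emission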
An asterisk follows results filed as active; u = inconclusive; x = not tested or not shown. An excerpt. The share of hits here may be higher or lower than overall.

compound	Prostate diff	VLA-4 allo ag	VLA-4 antagonist	Jurkat autofluor
Cc1c2c(nc3nc4ccccc4n13)CC(C)(C)CC2=O	14	-8	-13	0.95
COc1ccc(OC)c(C2CC(=O)Nc3cc(OC)c(OC)c(OC)c32)c1 (stereo unspecified)	5	-1	2	1
COC(=O)CNc1c(-c2ccccn2)nc2ccc(Br)cn12	12	u	u	1.5
COCCNC(=O)CCc1nc(-c2ccccc2)no1	8	5	-22	1
COc1ccc(NC(=O)Cn2nnc(C(=O)NCc3cccc(OC)c3)c2N)cc1	6	u	u	1.2
CCOc1ccccc1C(=O)N(CN1CCCC1=O)c1cccc(Cl)c1	10	9	-4	0.83
CC1CCN(C(=S)c2ccccc2O)CC1	13	8	-18	0.95
Cc1ccc(NC(=O)CC(NCCN2CCOCC2)C(=O)O)cc1Cl (stereo unspecified)	3	0	-1	1.1
CCCn1nc(CC(=O)O)c2ccccc2c1=O	7	0	-20	0.99
COc1cccc(NC(=O)CN2C(=O)COc3ccc(Cl)cc32)c1	9	1	-4	1

(more compounds)
compound	Prostate diff	VLA-4 allo ag	VLA-4 antagonist	Jurkat autofluor
Cc1ccc(S(=O)(=O)NCCC(=O)NCCN2CCCCCC2)cc1	8	-2	9	1.1
Cc1ccc(C)c(C(=O)CSc2n[nH]c(-c3ccncc3)n2)c1	11	0	-8	1.1
C=CCn1c(SCC(=O)c2ccc(OC)cc2)nnc1C(C)NC(=O)c1cccs1 (stereo unspecified)	11	2	-5	0.99
COc1cc(NC(=O)c2ccccc2)c(OC)cc1NC(=O)CN1CCN(c2ccccn2)CC1	16	-6	6	1.2
CCOC(=O)C1=C(CC)Nc2ccccc2N=C1NC(=O)Nc1ccccc1OC	15	-4	-6	0.94
Cc1cccc(NC(=O)CN(C)S(=O)(=O)c2cnc[nH]2)c1	3	7	-1	0.99
CCOc1ccc(CC(=O)Nc2c(C(N)=O)oc3ccc(Br)cc23)cc1OCC	20	1	-4	1
COCCN(CCOC)c1ncnc2c1cnn2-c1ccc(Cl)cc1	0	-3	9	1.1
CN1CCN(S(=O)(=O)c2ccc(NC(=O)Nc3cccc(Cl)c3)cc2)CC1	9	-22	28	1.1
CC(=O)C1=C(C)NC(C)=C(C(C)=O)C1c1cccs1	8	-6	-3	1.1

Later entries.
compound	Prostate diff	VLA-4 allo ag	VLA-4 antagonist	Jurkat autofluor
CCN(C(=O)c1cn(C)c(=O)c2cc(OC)c(OC)cc12)c1cc(OC)ccc1OC	6	u	u	1
COc1ccc(CCNC(=O)CC2Oc3ccc(Cl)cc3NC2=O)cc1OC (stereo unspecified)	8	7	-14	0.93
CCOC(=O)C1CCN(S(=O)(=O)c2ccc3c4c(cccc24)C(=O)N3)CC1	17	7	-14	1.1
O=C(Nc1nnc(-c2ccccc2Cl)o1)c1ccc(S(=O)(=O)N2CCCCCC2)cc1	21	2	-10	1.1
Cc1ccccc1CN1CCNC1=O	7	4	-14	1
COC(=O)C(C)Sc1nc2c(cnn2-c2ccc(C)cc2)c(=O)[nH]1 (stereo unspecified)	7	u	u	1
COc1ccc(CCNC(=O)c2cc(-c3ccc4c(c3)OCO4)on2)cc1OC	7	3	9	1
O=C(CSc1ccc2nnc(-c3ccc(F)cc3)n2n1)NCC1CCCO1 (stereo unspecified)	12	6	-28	0.95
Cc1cc(C(=O)N(C2CCCCC2)C2CCCCC2)no1	1	-4	10	1.1
Cc1ccsc1C1C2=C(CC(C)(C)CC2=O)Nc2ncnn21 (stereo unspecified)	9	15	-41	1.1

In another format: entries from further up
Under each structure – Prostate diff	VLA-4 allo ag	VLA-4 antagonist	Jurkat autofluor
- COc1ccc(CCNC(=O)CC2Oc3ccc(Cl)cc3NC2=O)cc1OC (stereo unspecified)
 : 8	7	-14	0.93
- CCOC(=O)C1CCN(S(=O)(=O)c2ccc3c4c(cccc24)C(=O)N3)CC1
 : 17	7	-14	1.1
- O=C(Nc1nnc(-c2ccccc2Cl)o1)c1ccc(S(=O)(=O)N2CCCCCC2)cc1
 : 21	2	-10	1.1
- Cc1ccccc1CN1CCNC1=O
 : 7	4	-14	1
- COC(=O)C(C)Sc1nc2c(cnn2-c2ccc(C)cc2)c(=O)[nH]1 (stereo unspecified)
 : 7	u	u	1
- COc1ccc(CCNC(=O)c2cc(-c3ccc4c(c3)OCO4)on2)cc1OC
 : 7	3	9	1

Reformatted with values under each structure: entries from further up.
Each structure is followed by: Prostate diff	VLA-4 allo ag	VLA-4 antagonist	Jurkat autofluor
COc1ccc(NC(=O)Cn2nnc(C(=O)NCc3cccc(OC)c3)c2N)cc1
→ 6	u	u	1.2
CCOc1ccccc1C(=O)N(CN1CCCC1=O)c1cccc(Cl)c1
→ 10	9	-4	0.83

The listing continues.
compound	Prostate diff	VLA-4 allo ag	VLA-4 antagonist	Jurkat autofluor
CC12CC(NC(=O)N1c1cccc(C(=O)N3CCN(c4ccccc4F)CC3)c1)c1ccccc1O2 (stereo unspecified)	10	4	1	0.99
CC(C)OC(=O)c1cccc(C(=O)O)n1	3	2	-9	1
C(=N\n1cnnc1)/c1cccc(OCCOc2ccccc2)c1	13	0	0	1.1
O=C(CN1C(=O)c2ccccc2S1(=O)=O)NCc1ccccn1	17	1	-14	1
Brc1cccc(-c2cnc3n2CCCCC3)c1	1	-12	-4	1
CCCCCc1c(O)nc(SCC(=O)NCC2CCCO2)[nH]c1=O (stereo unspecified)	8	0	-12	1
COCCCNC(=O)c1ccc2c(c1)OCO2	15	-2	-32	0.99
COc1ccc(CC(NC(C)=O)C(=O)N2CCN(C(=O)N(C(C)C)C(C)C)CC2)cc1 (stereo unspecified)	8	2	-18	1.1
COc1ccc(NC(=O)CNS(=O)(=O)c2ccc3nc(C)sc3c2)c(OC)c1	9	3	17	1.1
COc1ccc(S(=O)(=O)NCc2ccc(C(=O)O)cc2)cc1	5	0	-2	1

(continued)
compound	Prostate diff	VLA-4 allo ag	VLA-4 antagonist	Jurkat autofluor
COc1ccc(C(=O)CSc2nnc(CNc3ccc(C)cc3C)o2)cc1	14	8	-34	1
c1ccc2c(c1)nc(NCC1CCCO1)c1nnnn12 (stereo unspecified)	14	u	u	5*
CC(CNCc1ccc2c(c1)OCO2)NCc1ccc2c(c1)OCO2 (stereo unspecified)	4	-1	-9	1
COC(=O)c1oc2ccc(OC)cc2c1N	9	6	-16	1.1
O=S1(=O)C=C(Sc2nc3ccccc3s2)c2ccccc21	x	-2	-11	1
CCOc1ccccc1NC(=O)CCn1c(=O)oc2ccccc21	4	4	-10	1
O=C(CCCn1c(=O)[nH]c2ccsc2c1=O)N1CCN(c2ccccn2)CC1	3	u	u	1
CCCC(=O)Nc1ccc2oc(-c3cccnc3)nc2c1	5	-2	-10	0.95
COc1ccc(CNC(=O)c2cc(-c3ccc(OC)c(OC)c3)on2)cc1	12	4	-11	1
Cc1cc(-c2ccccc2)c(C#N)c(N)n1	8	-2	-22	1.1

Further compounds follow:
compound	Prostate diff	VLA-4 allo ag	VLA-4 antagonist	Jurkat autofluor
Cc1ccc(Nc2nc(CSc3nnc(-c4cccs4)o3)cs2)cc1	8	-29	24	1.3
O=C(Nc1cccc(C(F)(F)F)c1)c1ccco1	9	0	-16	1
O=S(=O)(c1ccc2nc(Cc3cccc(C(F)(F)F)c3)[nH]c2c1)N1CCOCC1	20	-4	13	1
Cc1cc(C(=O)N2CCN(C/C=C/c3ccccc3)CC2)no1	8	4	-6	0.92
O=C(NCc1n[nH]c(=S)n1-c1ccccc1)c1ccc(S(=O)(=O)N2CCOCC2)cc1	10	1	3	1
CC(=O)Nc1nonc1-c1nc2ccccc2n1CCC(C)C	10	-8	12	1.4
O=C(C1CCCN(S(=O)(=O)Cc2ccccc2)C1)N1CCCCC1 (stereo unspecified)	15	-3	25	1
CCc1ccccc1NC1c2ccccc2C(=O)N1Cc1ccco1 (stereo unspecified)	15	-6	31	1
O=C(NCc1ccc2c(c1)OCO2)C1CC(=O)N(C2CCCCCCC2)C1 (stereo unspecified)	9	-6	15	1
O=C(NCc1ccco1)C1CCN(c2nc3ccccc3n2Cc2ccc(F)cc2)CC1	6	u	u	1.3

The list continues:
compound	Prostate diff	VLA-4 allo ag	VLA-4 antagonist	Jurkat autofluor
CCOC(=O)C1=C(C)NC(=O)NC1c1ccc(C)o1 (stereo unspecified)	2	-4	2	1
N#Cc1c(N)n(CCOC(=O)c2cccc(Br)c2)c2nc3ccccc3nc12	15	u	u	1.8
O=C(NC1CCCCCC1)C1CCN(c2nc3ccccc3o2)CC1	13	2	14	1
COc1ccc(CCNC(=O)C2CCN(S(=O)(=O)c3cccc4nonc34)CC2)cc1OC	2	4	-4	1.1
Cc1ccc(Cn2ccc(NC(=O)C3C4CCC(C4)C3C(=O)O)n2)cc1 (stereo unspecified)	4	-1	-1	1
O=C(Nc1ccccn1)NC(C(F)(F)F)C(F)(F)F	2	2	-30	1.1
Cc1ccc(-n2c(=O)c3sccc3n(CC(=O)N3CCCC3)c2=O)cc1	13	1	31	1.1
O=C(CSc1nnc(-c2ccccc2)o1)N1CCN(c2ccccc2)CC1	7	10	-20	1.1
c1nc(N2CCCC2)c2[nH]cnc2n1	1	1	-23	0.96
COc1cccc(C2=CC(c3cccc(OC)c3OC(F)F)n3nnnc3N2)c1 (stereo unspecified)	2	4	-6	1.1

Later entries
compound	Prostate diff	VLA-4 allo ag	VLA-4 antagonist	Jurkat autofluor
COc1ccccc1Oc1ccc(S(=O)(=O)N2CCOCC2)cc1S(=O)(=O)N1CCOCC1	9	2	-10	1.1
COc1ccccc1C(O)P(=O)(OC(C)C)c1ccc(N(C)C)cc1 (stereo unspecified)	10	2	-14	1
Nn1c(SCC(=O)NC2CCCCC2)nnc1C1CC1	4	-7	-16	1
O=C1SC(c2ccccc2)=C/C1=C\N1CCCCC1	11	u	u	1.4
O=C(CSC1=NS(=O)(=O)c2ccccc21)Nc1ccccc1	2	9	-10	1.1
CCN(CCCNC(=O)C1CCC(=O)N1Cc1ccc(C)cc1)c1cccc(C)c1 (stereo unspecified)	16	-9	12	0.94
O=c1[nH]c2c(s1)C(c1ccccc1)C1C3CCC(C3)C1S2 (stereo unspecified)	1	-3	5	1
CCOC(=O)N1CCC(N2C(=O)c3ccccc3C2Nc2ccc3c(c2)OCCO3)CC1 (stereo unspecified)	3	2	2	1.1
Cc1ccc2c(C(=O)CN3CCSCC3)c(C)[nH]c2c1	3	4	-2	1.1
Cc1onc(-c2ccccc2Cl)c1C(=O)N1CCCCC1C(=O)O (stereo unspecified)	19	5	-4	0.99

One compound at a time, from the list above. Screens in order: Prostate diff	VLA-4 allo ag	VLA-4 antagonist	Jurkat autofluor
Record of COc1ccccc1Oc1ccc(S(=O)(=O)N2CCOCC2)cc1S(=O)(=O)N1CCOCC1 : 9	2	-10	1.1
Record of Nn1c(SCC(=O)NC2CCCCC2)nnc1C1CC1 : 4	-7	-16	1
Record of O=c1[nH]c2c(s1)C(c1ccccc1)C1C3CCC(C3)C1S2 (stereo unspecified) : 1	-3	5	1
Record of COc1ccccc1C(O)P(=O)(OC(C)C)c1ccc(N(C)C)cc1 (stereo unspecified) : 10	2	-14	1
Record of O=C1SC(c2ccccc2)=C/C1=C\N1CCCCC1 : 11	u	u	1.4

Carrying on.
compound	Prostate diff	VLA-4 allo ag	VLA-4 antagonist	Jurkat autofluor
Cc1ccc(-c2ccc(=O)n(CC(=O)NCCCN3CCCCC3)n2)cc1	2	1	5	1.1
CCOc1ccc(C2C(C(=O)NC)=C(C)Nc3nc4ccccc4n32)cc1OC (stereo unspecified)	11	-2	22	1.1
N#CCSc1nc(-c2ccccc2)cs1	5	-4	-6	1.1
CCN(Cc1cc2cc(OC)ccc2[nH]c1=O)C(=O)c1ccncc1	4	3	-12	1
COc1ccccc1N1CCN(CCCNC(=O)Nc2ccccc2C)CC1	3	1	-17	0.95
O=C(O)c1cccnc1SCC(=O)N1CCCCCC1	1	-6	-26	1
CC(=O)C1C(=O)C=C(c2ccco2)CC1c1ccccc1 (stereo unspecified)	15	-3	-20	1.1
CN(CC(=O)NC1CCCCC1)S(=O)(=O)c1ccc(Br)s1	7	0	14	1
O=C(c1ccco1)N1CCN(C(=O)c2cccn3c(=O)c4c5c(sc4nc23)CCCC5)CC1	5	u	u	1.1
c1ccc(Cc2nnc3sc(-c4ccco4)nn23)cc1	1	4	u	0.96

Other results.
compound	Prostate diff	VLA-4 allo ag	VLA-4 antagonist	Jurkat autofluor
CCOC(=O)N1CCC(=C2c3ccc(Cl)cc3CCc3cccnc32)CC1	x	-1	-20	1
COc1cccc(C2CC(=O)Nc3cc(OC)c(OC)c(OC)c32)c1OC (stereo unspecified)	4	-7	39	1.1
O=C(CSc1nccc2ccccc12)N1CCN(c2ccccn2)CC1	4	-12	4	1.1
O=C(c1noc2c1CCCC2)N1CCN(C(c2ccccc2)c2ccccc2)CC1	9	0	-4	1.1
Cc1ccc(S(=O)(=O)N2CCN(C(=O)c3cc(=O)[nH]c4ccccc34)CC2)c(C)c1	6	-8	0	1.1
CC(=O)N1CCN=C1SCc1ccccc1Cl	10	1	-4	0.99
CCNC(=O)COc1ccc(Br)cc1Cl	9	2	1	0.96
